Mdm2 MdmX PPI: inhibitors of human Mdm2/MdmX interaction; inhibition, % at 8 µM; SaOS-2 split-luciferase Mdm2/MdmX complementation, luminescence; hit rate 3% among 330,000; O15151+Q00987;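 active = inhibition of at least 50% at 8 µM in the primary screen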
UPR CHOP act: apoptotic UPR (CHOP) activation; CHO-CHOP luciferase reporter, luminescence; percent of tunicamycin response over DMSO baseline; activation, % at 10 µM; hit rate 0.34% among 330,000;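 active = at 10 µM dose, activation of 40% or more, normalized to positive control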;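 also: 100% = tunicamycin at 10 µg/mL and 0% = DMSO alone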
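System: CHO-CHOP luciferase reporter cell line; amount: 500 cells/well; buffer or medium: F12 medium containing 10% fetal bovine serum; incubation: 6 h compound exposure at 37 °C after overnight seeding; measured by: luciferase luminescence after 10 min with Steady-Glo reagent; evaluation: % reporter activation, DMSO baseline versus tunicamycin full activation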
697 NFkB inh: lowers PMA/ionomycin-induced NF-kB signal in 697 B cells; inhibition, % at 4 µM; hit rate 0.33% among 330,000; AID 435022; 697 B-cell NF-kB luciferase reporter, 16 h; in the data active = inhibition above about 35%
CCR6 antagonist: antagonists of human CCR6 receptor; CHO-K1 CCR6 PathHunter beta-arrestin, luminescence, CCL20-stimulated; inhibition, % at 20 µM; hit rate 0.49% among 340,000; AID 493098;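 active = compounds whose inhibition of the agonist-driven luminescence signal at 20 µM reaches about 50%, limit read from the data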;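 also: cells stimulated with CCL20 at 14 nM final; plate controls were DMSO with CCL20 for no effect and DMSO without agonist for full effect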
Target sequence (P51684 whole entry, looked up): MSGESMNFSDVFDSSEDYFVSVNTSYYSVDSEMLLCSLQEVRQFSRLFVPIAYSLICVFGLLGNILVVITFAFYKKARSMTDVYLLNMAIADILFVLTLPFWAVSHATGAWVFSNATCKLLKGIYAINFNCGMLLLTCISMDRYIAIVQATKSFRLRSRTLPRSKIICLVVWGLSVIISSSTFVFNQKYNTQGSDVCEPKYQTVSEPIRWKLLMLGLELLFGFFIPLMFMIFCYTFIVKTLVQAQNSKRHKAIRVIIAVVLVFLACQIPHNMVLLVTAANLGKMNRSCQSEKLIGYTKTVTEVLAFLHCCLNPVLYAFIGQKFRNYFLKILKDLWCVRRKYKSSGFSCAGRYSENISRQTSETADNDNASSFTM
CXCR6 inh: CXCR6 (human) receptor inhibition; O00574; inhibition, % at 20 µM; CHO-K1 PathHunter CXCR6 beta-arrestin, luminescence; AID 602244; hit rate 0.36% among 360,000; in the data active = inhibition above about 34%, passing the limit was not always enough;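 also: antagonist mode with CXCL16 agonist at 10 nM final; 0% = 10 nM CXCL16 with DMSO and 100% = unstimulated wells without agonist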
Gli-Sufu antag: antagonists of Gli-Sufu signaling; inhibition, % at 5 µM; hit rate 0.74% among 340,000; Sufu-KO-LIGHT fibroblasts, Gli luciferase reporter luminescence; AID 588413;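 active = inhibition above about 55%, limit read from the data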;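 also: 0% = DMSO-treated cells and 100% = wells with medium but no cells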
EBI2 antag: blocks human EBI2 receptor beta-arrestin signaling | P32249 | AID 651636 | inhibition, % at 5 µM | EBI2 beta-arrestin recruitment, luminescence, 7a,25-OHC stimulated | hit rate 0.81% among 360,000; in the data active = inhibition above about 38%;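 also: enzyme fragment complementation signal reports receptor beta-arrestin coupling in cells; 0% = agonist plus DMSO wells and 100% = wells without agonist; some results beyond the cut were filed as inactive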
Target sequence (P32249 whole entry, looked up, the tested form may be a part): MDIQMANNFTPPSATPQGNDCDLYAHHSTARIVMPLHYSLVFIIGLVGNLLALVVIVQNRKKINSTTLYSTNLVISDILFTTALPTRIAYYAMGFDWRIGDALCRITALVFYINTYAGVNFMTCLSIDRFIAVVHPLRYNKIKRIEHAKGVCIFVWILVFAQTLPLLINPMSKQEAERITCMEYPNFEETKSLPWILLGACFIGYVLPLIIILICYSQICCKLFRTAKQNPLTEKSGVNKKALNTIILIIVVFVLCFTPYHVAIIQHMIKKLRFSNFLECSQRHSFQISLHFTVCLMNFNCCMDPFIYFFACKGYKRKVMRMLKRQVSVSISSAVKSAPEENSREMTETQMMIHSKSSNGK
Jurkat NFkB inh: lowers PMA/ionomycin-induced NF-kB signal in Jurkat cells | PMA/ionomycin-induced NF-kB luciferase reporter, luminescence | inhibition, % at 4 µM | hit rate 0.53% among 330,000; in the data active = inhibition above about 50%
UPR XBP1 act: adaptive UPR (XBP1) activation; AID 463104; CHO-XBP1 luciferase reporter, IRE1-XBP1 UPR activation, luminescence; percent of tunicamycin response, DMSO as zero; hit rate 0.33% among 330,000; activation, % at 20 µM;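 active = versus positive control, 20 µM dose yields 30% or more activation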;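 also: 100% = tunicamycin at 10 µg/mL and 0% = DMSO only wells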
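Material: IRE1-XBP1 luciferase reporter CHO line / Quantity: one thousand reporter cells per well / Buffer or medium: F12 with 10% serum / Compound: 20 µM single concentration, DMSO 1% / Times: 6 h treatment, 37 °C / Detection: Steady-Glo luciferase glow luminescence, 10 min after reagent addition / Benchmarks: tunicamycin high, DMSO low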
Starred values were filed as active, the others as inactive; x = no result given. Rows were taken by chance. About 5% of those tested had a hit in this group.

SMILES	Mdm2 MdmX PPI	UPR CHOP act	697 NFkB inh	CCR6 antagonist	CXCR6 inh	Gli-Sufu antag	EBI2 antag	Jurkat NFkB inh	UPR XBP1 act
COc1ccccc1NC(=O)c1cccnc1	-1	2.1	15	1	3	4	-3	2	1
CCCCCCCCNC(=O)c1cnsn1	2	-0.3	-1	18	3	21	-2	-4	6
CC(C)CCN1CCN(Cc2ccc(N3CCNC3=O)cc2)CC1CCO (configuration not stated)	2	0.0	1	1	3	11	6	-5	-3
CCOC(=O)Cn1c(=O)oc2cc(S(=O)(=O)NCC3CCCO3)ccc21 (configuration not stated)	1	0.6	12	-6	-1	-1	-6	-3	1
O=C(NNC(=O)c1ccccc1[N+](=O)[O-])c1ccc(NS(=O)(=O)c2cccs2)cc1	12	-1.0	-15	23	8	-4	5	-4	-6
CCCS(=O)(=O)N1CCc2cc(OC)c(OC)cc2C1	-1	-0.8	3	7	1	-5	-9	-4	0
Cc1ccc2nc(SCn3nnc4ccccc4c3=O)[nH]c2c1	-131	3.8	-116	10	10	-74	2	-115	-1
c1ccc2sc(N3CCCCC3)nc2c1	x	x	x	9	6	-100	11	x	x
CCOCCCNC(=O)CN1C(=O)CSc2cc(S(=O)(=O)N3CCCCCC3)ccc21	12	-1.9	-10	-14	8	3	2	-9	-3
Cc1ccc(-c2n[nH]c(=S)c3ccccc23)cc1	36	1.8	-3	9	-2	1	2	8	0
C/C(=N\NC(=O)c1ccn(C)n1)c1ccc(NC(=O)C2CCC2)cc1	11	-3.1	-13	-5	-3	72*	-1	0	-1
O=C(COc1cccnc1[N+](=O)[O-])Nc1ccc2c(c1)OCO2	8	2.3	1	-2	-6	-4	-8	7	0
CCCn1c(N)c(C(=O)COC(=O)c2cccc(S(=O)(=O)N3CCOCC3)c2)c(=O)[nH]c1=O	4	-2.4	-5	7	-11	-1	3	-2	-2
CC(=O)N(CCc1cccc(C)c1)Cc1cc2cc(C)ccc2[nH]c1=O	22	-2.2	-4	19	4	0	3	-10	-1
CCOC(=O)C(C(=O)OCC)C(C[N+](=O)[O-])c1ccccc1 (configuration not stated)	-2	-0.5	9	-6	-2	-4	-3	7	2
Brc1ccccc1CN1CCN(Cc2c[nH]c3ccccc23)CC1	48	41*	-35	24	x	16	x	20	-8
CCOc1ccc2nc(SCC(=O)N3c4ccccc4Sc4ccccc43)sc2c1	2	-2.4	-34	11	-12	3	-13	-6	-4
O=C(CSc1nnc(Cc2cc(=O)[nH]c(=O)[nH]2)n1-c1ccccc1)N1CCCC1	-8	0.0	3	-10	-14	-1	-13	-14	-3
CC(C)c1nnc(NC(=O)CCC(=O)Nc2ccc(Cl)cc2)s1	37	1.7	-21	9	-2	6	-11	2	3
CCOc1ccccc1OCC(=O)O	12	-2.1	5	9	-1	-4	-12	-3	3

Three compounds already listed, ordered by the value under Jurkat NFkB inh, falling.
| structure | Jurkat NFkB inh |
| --- | --- |
| CCCn1c(N)c(C(=O)COC(=O)c2cccc(S(=O)(=O)N3CCOCC3)c2)c(=O)[nH]c1=O | -2 |
| CCOC(=O)Cn1c(=O)oc2cc(S(=O)(=O)NCC3CCCO3)ccc21 (configuration not stated) | -3 |
| CCCS(=O)(=O)N1CCc2cc(OC)c(OC)cc2C1 | -4 |

Other structures.
SMILES	Mdm2 MdmX PPI	UPR CHOP act	697 NFkB inh	CCR6 antagonist	CXCR6 inh	Gli-Sufu antag	EBI2 antag	Jurkat NFkB inh	UPR XBP1 act
C/C(CC(=O)Nc1cccnc1)=N\NC(=O)C(C)Oc1ccc(Cl)cc1Cl (configuration not stated)	5	0.1	-18	2	3	3	-11	-10	-2
CCOC(=O)N1CCN(c2cc(NCCO)c([N+](=O)[O-])c3nonc23)CC1	-13	0.0	15	6	-5	4	8	9	-3
COc1ccc(-c2cc(C(F)(F)F)nc(SCC(=O)Nc3ccc4c(c3)OCO4)n2)cc1OC	-9	3.1	-38	7	8	25	7	-12	5
CCCOc1ccc(/C=N/NC(=O)c2ccc3c(c2)OCO3)c(OCCC)c1	12	-0.3	0	20	6	10	23	-10	1
Cc1cccc(C(=O)Oc2c(Br)cc(Br)cc2/C=N/NC(=O)c2ccncc2)c1	7	-0.4	9	-8	6	15	5	28	3
CSc1ncccc1C(=O)OCC(=O)Nc1ccc(N2CCOCC2)cc1	8	0.0	-8	0	-1	-9	4	13	0
COc1ccccc1CNc1cc(C)ccc1C	-4	-1.5	-14	1	7	-5	-4	-5	0
Nc1ccc(C(=O)C(=O)c2ccc(N)cc2)cc1	7	-0.1	4	11	2	-1	1	-5	-3
O=C(NC1CCCCC1)C(c1ccc(Cl)cc1)N(C(=O)c1cnccn1)c1ccc2c(c1)OCO2 (configuration not stated)	11	0.2	10	9	2	2	-1	11	0
CC(C)(C)NC(=O)CN(C(=O)Cn1nnc(-c2ccccc2F)n1)c1cccc2c1CCCC2	25	-2.6	28	7	5	22	22	16	-2
COc1ccc2cc(C(C)C(=O)NC3CCC(O)CC3)ccc2c1 (configuration not stated)	7	-1.4	-3	5	-2	19	3	-5	1
CC(C)(C)OC(=O)NC(CCNC=C1C(=O)OC(C)(C)OC1=O)C(=O)O (configuration not stated)	17	-2.3	-7	0	-1	11	-7	-3	-4
CCN1CCCC(OC(=O)Nc2ccccc2)C1 (configuration not stated)	-12	1.0	-26	-8	5	7	-4	-10	-1
COC(=O)CCC(=O)Nc1cc(Cl)cc(Cl)c1	12	-1.1	11	5	-1	-5	-3	5	-2
O=C(O)CN(Cc1ccccc1)S(=O)(=O)c1ccc(F)cc1	0	-1.2	1	10	2	1	-3	1	2
COc1ccc(-c2cc3nc(C)c(CCC(=O)N4CCN(c5ccccn5)CC4)c(C)n3n2)c(OC)c1	29	1.2	6	0	-1	19	4	13	2
O=C(Nc1ccc2oc(-c3ccc(Cl)c(Cl)c3)nc2c1)c1ncn[nH]1	37	38	-103	-1	7	-87	5	-18	23
COC(=O)c1ccc(C2C(C(=O)Nc3ccccc3C)=C(C)Nc3ncnn32)cc1 (configuration not stated)	11	-2.3	4	9	-16	14	-15	-3	-2
O=C1OC(Nc2ncccn2)c2ccccc21 (configuration not stated)	-13	0.4	10	-1	-8	40	-9	-8	-1
COc1cc(CNCCNC(=O)c2cccs2)cc(OC)c1OC	3	-0.1	11	-2	-2	11	-8	18	2
COc1cccc(NC(=O)Nc2ccncc2)c1	16	-1.4	3	-16	-5	-8	-7	-14	2
Cc1c(NC(=O)CCN2C(=O)c3ccccc3C2=O)c(=O)n(-c2ccccc2)n1C	22	-2.0	9	10	4	-29	-2	9	-7
COCCNCC(=O)Nc1nc(C)cs1	x	x	x	-11	6	-3	-17	x	x
Cc1ccc(C(=O)NCC(=O)OCC(=O)N(CC(C)C)c2c(N)n(Cc3ccccc3)c(=O)[nH]c2=O)cc1	0	-0.2	11	8	2	-3	1	-2	1
CCOC(=O)c1sc2nc(C)nc(SCC(N)=O)c2c1C	-10	6.0	12	2	5	0	6	-7	-2
CC1CC(C)CN(CCCNC(=O)CN2C(=O)CSc3ccc(S(=O)(=O)N4CCCCC4)cc32)C1 (configuration not stated)	8	0.5	-22	-4	6	1	-4	-9	-3
CCN(CC)C(CNC(=O)CSc1nnnn1-c1c(C)cccc1C)c1ccco1 (configuration not stated)	19	-1.0	9	2	9	20	5	-1	0
COc1ccc2c(c1)C(=O)C1NC(=O)NC(=O)C1(Br)N2 (configuration not stated)	x	x	x	7	8	7	-7	x	x
CCCC(=O)N(Cc1cccnc1)c1nc2c(OC)ccc(Cl)c2s1	17	-0.5	-14	3	1	-66	-4	9	-3
Cc1ccc(NC(=S)NNC(C)(C)C)cc1	-2	1.5	-56	5	1	24	5	-2	1

13 entries from above, arranged by length of the SMILES, descending:
SMILES	Mdm2 MdmX PPI	UPR CHOP act	697 NFkB inh	CCR6 antagonist	CXCR6 inh	Gli-Sufu antag	EBI2 antag	Jurkat NFkB inh	UPR XBP1 act
Cc1ccc(C(=O)NCC(=O)OCC(=O)N(CC(C)C)c2c(N)n(Cc3ccccc3)c(=O)[nH]c2=O)cc1	0	-0.2	11	8	2	-3	1	-2	1
COc1ccc(-c2cc3nc(C)c(CCC(=O)N4CCN(c5ccccn5)CC4)c(C)n3n2)c(OC)c1	29	1.2	6	0	-1	19	4	13	2
CC1CC(C)CN(CCCNC(=O)CN2C(=O)CSc3ccc(S(=O)(=O)N4CCCCC4)cc32)C1 (configuration not stated)	8	0.5	-22	-4	6	1	-4	-9	-3
Cc1c(NC(=O)CCN2C(=O)c3ccccc3C2=O)c(=O)n(-c2ccccc2)n1C	22	-2.0	9	10	4	-29	-2	9	-7
COC(=O)c1ccc(C2C(C(=O)Nc3ccccc3C)=C(C)Nc3ncnn32)cc1 (configuration not stated)	11	-2.3	4	9	-16	14	-15	-3	-2
O=C(Nc1ccc2oc(-c3ccc(Cl)c(Cl)c3)nc2c1)c1ncn[nH]1	37	38	-103	-1	7	-87	5	-18	23
CCN(CC)C(CNC(=O)CSc1nnnn1-c1c(C)cccc1C)c1ccco1 (configuration not stated)	19	-1.0	9	2	9	20	5	-1	0
COc1ccc2c(c1)C(=O)C1NC(=O)NC(=O)C1(Br)N2 (configuration not stated)	x	x	x	7	8	7	-7	x	x
O=C(O)CN(Cc1ccccc1)S(=O)(=O)c1ccc(F)cc1	0	-1.2	1	10	2	1	-3	1	2
COc1cc(CNCCNC(=O)c2cccs2)cc(OC)c1OC	3	-0.1	11	-2	-2	11	-8	18	2
Cc1ccc(NC(=S)NNC(C)(C)C)cc1	-2	1.5	-56	5	1	24	5	-2	1
O=C1OC(Nc2ncccn2)c2ccccc21 (configuration not stated)	-13	0.4	10	-1	-8	40	-9	-8	-1
COCCNCC(=O)Nc1nc(C)cs1	x	x	x	-11	6	-3	-17	x	x
